Bioassay records deposited in PubChem BioAssay by several laboratories.
FXIa inh 1536: human FXIa protease inhibitors, primary screen, biochemical, 1536-well | Coagulation factor XI (Homo sapiens), P03951 | inhibition, % at 5 µM | AID 798, 2007 | hit rate 0.14% among 220,000 | purified FXIa, Boc-Glu-Ala-Arg-AMC fluorogenic substrate;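 active means inhibition of at least 40%; inactive means inhibition below 40%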;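 further: fluorescence of freed AMC excited at 355 nm; 0% = enzyme without compound and 100% = no enzyme blank; many of its hits are not listed in these tables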
Target sequence (P03951 19-387 limits assumed): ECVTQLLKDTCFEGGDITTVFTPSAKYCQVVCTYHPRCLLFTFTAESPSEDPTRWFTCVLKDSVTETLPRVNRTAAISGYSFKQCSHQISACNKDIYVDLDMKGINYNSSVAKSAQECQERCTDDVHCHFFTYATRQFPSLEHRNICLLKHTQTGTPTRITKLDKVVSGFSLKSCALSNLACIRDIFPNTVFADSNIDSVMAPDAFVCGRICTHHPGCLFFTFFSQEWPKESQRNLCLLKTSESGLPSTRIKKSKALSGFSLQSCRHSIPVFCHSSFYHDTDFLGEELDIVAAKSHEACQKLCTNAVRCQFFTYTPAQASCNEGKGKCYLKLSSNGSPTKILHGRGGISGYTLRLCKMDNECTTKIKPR
Target sequence (P03951 388-625 limits assumed): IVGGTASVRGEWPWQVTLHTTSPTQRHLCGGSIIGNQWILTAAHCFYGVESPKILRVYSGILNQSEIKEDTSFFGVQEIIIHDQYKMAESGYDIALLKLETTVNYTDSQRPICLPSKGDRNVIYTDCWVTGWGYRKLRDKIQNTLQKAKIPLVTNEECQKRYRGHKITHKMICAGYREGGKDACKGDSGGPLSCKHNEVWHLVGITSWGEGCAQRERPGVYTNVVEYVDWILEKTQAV
Calpain2 inh: inhibitors of pig calpain II, primary screen, biochemical, fluorogenic peptide substrate, 1536-well | purified calpain II, 30 min | inhibition, % at 16 µM | hit rate 0.37% among 220,000 | AID 1236, 2008;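 active means inhibition above about 50%, limit read from the data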
FXIIa inh: human FXIIa protease inhibitors, primary screen, biochemical, 1536-well | Coagulation factor XII (Homo sapiens), P00748 | purified FXIIa, Boc-QGR-AMC fluorogenic substrate, 2 h | inhibition, % at 5 µM | hit rate 0.3% among 220,000; in the data active means inhibition above about 40%;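 further: 0% = enzyme with no compound and 100% = blank without enzyme; many of its hits are not listed in these tables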
PERK inhibitor: block of dimerizer-induced PERK translation repression, primary screen, PERK inhibitor project, CHO PERK-DD cells, SEAP luminescence, HTS; CHO PERK-DD fusion, SEAP luminescence translation reporter; inhibition, % at 5.6 µM; hit rate 0.17% among 220,000; AID 1416, 2008;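 active means inhibition above the mean inhibition of all tested compounds plus 3 SD, set separately per screening campaign, cut at about 2.9% in these data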;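 further: PERK kinase domain activated by AP20187 dimerizer at 100 nM; 0% = DMSO with dimerizer and 100% = rapamycin at 8.4 µM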
Furin inhibitor: human furin inhibitors, primary screen, biochemical, fluorescence intensity; P09958; hit rate 0.061% among 220,000; purified furin, fluorogenic substrate cleavage; inhibition, % at 30 µM; in the data active means inhibition above about 25%; further: inactives centre near -15
KCC2 mod: KCC2 cotransporter modulators, thallium flux, primary screen, cell-based, HEK293 KCC2, FluoZin-2 fluorescence, MLSMR. B-score of Tl+ flux slope (higher = more flux/activation; lower = inhibition) at 10 µM. AID 1456, 2008. Solute carrier family 12 member 5 (Homo sapiens), Q9H2X9. KCC2 cells, thallium flux FluoZin-2 fluorescence. hit rate 2.2% among 190,000;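 active means thallium flux slope and its plate-corrected score both differing from the plate sample mean at a set confidence after two filtering rounds, in either direction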;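 further: slope of fluorescence scaled to starting intensity during 10 to 20 s after thallium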
thrombin 1536: human alpha-thrombin inhibitors, primary screen, counter-screen for coagulation protease inhibitor project, biochemical, 1536-well, fluorogenic AMC substrate. Prothrombin (Homo sapiens), P00734. Boc-VPR-AMC fluorogenic substrate cleavage. inhibition, % at 5 µM. hit rate 0.26% among 220,000;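 active means inhibition at or above 40%; inactive means inhibition below 40%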;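 further: 0% = enzyme with no compound and 100% = wells without enzyme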
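Material: human alpha-thrombin protein; Also added: Boc-VPR-AMC substrate, 15 µM final; Timing: enzyme reaction carried out at room temperature; Signal: fluorescence, ex 355 nm, em 460 nm; Measure: % inhibition of thrombin; Controls: enzyme without compound as high, wells lacking enzyme as low.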
Rad51 HR inh: human RAD51 strand exchange inhibitors, primary screen, biochemical, fluorescence. inhibition, % at 10 µM. DNA repair protein RAD51 homolog 1 (Homo sapiens), Q06609. hRad51 DNA strand exchange, fluorescence dequenching. hit rate 0.085% among 200,000;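 active means inhibition above 40% at the single screening dose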;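 further: 0% = DMSO control wells and 100% = blanks with heterologous ssDNA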
Target sequence (Q06609 whole entry, looked up): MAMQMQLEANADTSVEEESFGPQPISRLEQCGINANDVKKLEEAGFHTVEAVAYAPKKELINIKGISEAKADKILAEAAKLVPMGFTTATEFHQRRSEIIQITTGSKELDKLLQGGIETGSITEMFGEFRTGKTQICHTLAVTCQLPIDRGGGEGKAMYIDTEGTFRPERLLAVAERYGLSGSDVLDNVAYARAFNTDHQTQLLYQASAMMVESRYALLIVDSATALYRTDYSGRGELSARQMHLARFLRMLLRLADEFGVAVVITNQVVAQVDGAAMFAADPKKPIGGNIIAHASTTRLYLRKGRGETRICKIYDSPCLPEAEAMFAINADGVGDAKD
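Material: Human Rad51 nucleoprotein filaments preassembled on unlabelled ssDNA | Also added: Labelled 47-mer dsDNA for strand exchange | Dosing: Single dose, 10 µM final compound | Schedule: 30-min compound preincubation and 15-min exchange, both room temperature | Technique: Fluorescence dequenching at 485/520 nm | Measure: Percent inhibition relative to plate controls and blanks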
KLK5 inh: human KLK5 protease inhibitors, primary screen, biochemical, 1536-well. Kallikrein-5 (Homo sapiens), Q9Y337. recombinant hK5, fluorogenic AMC substrate cleavage. inhibition, % at 5 µM. hit rate 0.59% among 210,000. AID 873, 2007;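 active means inhibition of 40% or more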;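 further: 0% = enzyme controls without compound and 100% = no-enzyme blanks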
* marks the source's active call; other numbers are inactive results; [ ] = another dose, or the depositor's remark. A portion of the library (hit frequency here may not be typical).

For CC(=O)Nc1nc2c(c3c1c(=O)oc1ccccc13)CCCC2 the results were FXIa inh 1536 1, Calpain2 inh -72, FXIIa inh 9, PERK inhibitor 1.8, Furin inhibitor -29, KCC2 mod -0.39, thrombin 1536 2, Rad51 HR inh 3 and KLK5 inh 5.
Screening CCCC(C)NC(=O)COc1ccc(Sc2ccc(OCC(=O)NC(C)CCC)cc2)cc1 (centres undefined) returned FXIa inh 1536 3, Calpain2 inh 23, FXIIa inh 6, PERK inhibitor 0.2, Furin inhibitor -17, KCC2 mod 0.92, thrombin 1536 -4 and KLK5 inh -29.
`CN1CC(=O)Nc2ccc(F)cc2C1=O` gave FXIa inh 1536 -9, Calpain2 inh -7, FXIIa inh -13, PERK inhibitor 0.5, Furin inhibitor -15[20 µM], KCC2 mod -0.1, thrombin 1536 -3 and KLK5 inh 1.
CCC(C)c1ccc(OCC(=O)Nc2ccc(Cl)cn2)cc1 (centres undefined) was read as FXIa inh 1536 -10, Calpain2 inh 36, FXIIa inh -14, PERK inhibitor 2.1, Furin inhibitor -20[20 µM], KCC2 mod 0.77, thrombin 1536 -7, Rad51 HR inh 2 and KLK5 inh -6.
Screening COCCN=c1scc(-c2cccs2)n1/N=C/c1ccc(O)c(O)c1O returned FXIa inh 1536 1, Calpain2 inh 65*, FXIIa inh 10, PERK inhibitor 0.6, Furin inhibitor -8, KCC2 mod -1.3, thrombin 1536 -12, Rad51 HR inh -5 and KLK5 inh -32.
`CCC1(O)c2ccccc2-c2ncccc21` (centres undefined) gave FXIa inh 1536 17, Calpain2 inh 12, FXIIa inh 25, PERK inhibitor 0.9, Furin inhibitor -25[20 µM], KCC2 mod 0.34, thrombin 1536 4, Rad51 HR inh 11 and KLK5 inh -2.
Screening CCN1CCN(Cc2nc3c(c(=O)[nH]c(=O)n3C)n2Cc2ccccc2Cl)CC1 returned PERK inhibitor -1.6, Furin inhibitor -12, KCC2 mod -0.042 and Rad51 HR inh -2.
Cc1sc2nc(C3CC3)nc(SCC(=O)N3CCc4ccccc4C3)c2c1C was read as FXIa inh 1536 15, Calpain2 inh 8, FXIIa inh 16, PERK inhibitor 0.3, Furin inhibitor -19[20 µM], KCC2 mod -0.57, thrombin 1536 -8, Rad51 HR inh -2 and KLK5 inh -8.
CCC(=O)Nc1ccc(NC(=S)NC(=O)Cc2ccccc2)cc1 was read as FXIa inh 1536 5, Calpain2 inh 9, FXIIa inh 3, PERK inhibitor -0.4, Furin inhibitor -20, KCC2 mod -0.052, thrombin 1536 -4, Rad51 HR inh 12 and KLK5 inh -9.
Cc1ccc(-c2n[nH]c(=S)c3ccccc23)cc1 was read as FXIa inh 1536 -3, Calpain2 inh -10, FXIIa inh 1, PERK inhibitor 0.0, Furin inhibitor -24, KCC2 mod 8.9*, thrombin 1536 -9, Rad51 HR inh 24 and KLK5 inh -8.
`CCOC(=O)C1=C(C)C2C3C(=O)N(c4cc(C)ccc4C)C(=O)C3C1(C)C1C(=O)N(c3cc(C)ccc3C)C(=O)C21` (centres undefined) gave FXIa inh 1536 13, Calpain2 inh -67, FXIIa inh 1, PERK inhibitor 0.1, Furin inhibitor -8, KCC2 mod 0.51, thrombin 1536 -4, Rad51 HR inh -12 and KLK5 inh -9.
Cc1cccc(C(=O)NC(=S)Nc2ccc(S(=O)(=O)N(C)c3ccccc3)cc2)c1 was read as FXIa inh 1536 6, Calpain2 inh 4, FXIIa inh 10, PERK inhibitor -1.0, Furin inhibitor -4[20 µM], KCC2 mod 2.5*, thrombin 1536 -2 and KLK5 inh -8.
For O=C1CCC(=O)N1OCCCCOc1ccccc1 the results were FXIa inh 1536 6, Calpain2 inh -10, FXIIa inh 17, PERK inhibitor 1.2, Furin inhibitor -29[20 µM], KCC2 mod -0.46, thrombin 1536 3, Rad51 HR inh 3 and KLK5 inh -24.
Screening COc1ccccc1OCC(=O)NNc1c2ccccc2nc2ccccc12 returned FXIa inh 1536 32, Calpain2 inh 10, FXIIa inh 37, PERK inhibitor -2.2, Furin inhibitor 10, KCC2 mod -3.7, thrombin 1536 4 and KLK5 inh 21.
For O=C(CSc1nnc(-c2cccnc2)n1-c1ccccc1)Nc1ccccc1 the results were FXIa inh 1536 6, Calpain2 inh -20, FXIIa inh 15, PERK inhibitor -0.7, Furin inhibitor -34[20 µM], KCC2 mod 0.031, thrombin 1536 0, Rad51 HR inh -5 and KLK5 inh -8.
Cc1nccc2[nH]c(=O)c(C(=O)NC3CCCCC3C)cc12 (centres undefined) was read as FXIa inh 1536 -5, Calpain2 inh -46, FXIIa inh -17, PERK inhibitor -1.0, Furin inhibitor -24, KCC2 mod -0.62, thrombin 1536 -7, Rad51 HR inh 1 and KLK5 inh -14.
`Cn1c(COc2ccccc2)nnc1SCc1cc(=O)[nH]c2ccccc12` gave FXIa inh 1536 1, Calpain2 inh 20, FXIIa inh 21, PERK inhibitor 0.6, Furin inhibitor -13, thrombin 1536 2, Rad51 HR inh -5 and KLK5 inh -14.
CC(C)Oc1cccc(C(=O)C2CCCN(C(=O)CCn3cnnn3)C2)c1 (centres undefined) was read as FXIa inh 1536 -4, Calpain2 inh -26, FXIIa inh 8, PERK inhibitor 0.3, Furin inhibitor -28, KCC2 mod -0.66, thrombin 1536 -9, Rad51 HR inh 0 and KLK5 inh 0.
`COc1ccc(N2CCN(c3ccc(NC(=O)c4ccc5c(c4)OCO5)cc3C#N)CC2)cc1` gave FXIa inh 1536 3, Calpain2 inh -30, FXIIa inh 8, PERK inhibitor -0.2, Furin inhibitor -15, KCC2 mod -0.27, thrombin 1536 2, Rad51 HR inh -8 and KLK5 inh -12.
`O=C(COc1ccccc1)Nc1nonc1NC(=O)COc1ccccc1` gave FXIa inh 1536 1, Calpain2 inh 8, FXIIa inh 5, PERK inhibitor -0.5, Furin inhibitor -20[20 µM], KCC2 mod -0.74, thrombin 1536 -9, Rad51 HR inh 4 and KLK5 inh -9.
`Cc1cccc(S(=O)(=O)NCC2CCCO2)c1` (centres undefined) gave FXIa inh 1536 -3, Calpain2 inh 16, FXIIa inh 3, PERK inhibitor 0.6, Furin inhibitor -6[20 µM], KCC2 mod -0.63, thrombin 1536 -6, Rad51 HR inh -4 and KLK5 inh -7.
Screening COc1cc(CC(=O)N(c2ccccc2)c2nc(C)cs2)cc(OC)c1OC returned FXIa inh 1536 3, Calpain2 inh 11, FXIIa inh 4, PERK inhibitor 0.4, Furin inhibitor -15, KCC2 mod -0.17, thrombin 1536 3, Rad51 HR inh -2 and KLK5 inh -14.
`O=C(CSc1nnc(NC(=O)c2ccco2)s1)NC1CCCCC1` gave FXIa inh 1536 3, Calpain2 inh 16, FXIIa inh 14, PERK inhibitor 0.1, Furin inhibitor -17, KCC2 mod 0.85, thrombin 1536 -5, Rad51 HR inh -8 and KLK5 inh -7.
`O=C(CSc1nccc(=O)[nH]1)c1c[nH]c2ccccc12` gave FXIa inh 1536 0, Calpain2 inh 13, FXIIa inh 0, PERK inhibitor 0.6, Furin inhibitor -8, thrombin 1536 -9, Rad51 HR inh -20 and KLK5 inh -2.
Screening COc1cccc(N/C(SCc2ccccc2Cl)=C(/C#N)C(=O)NCc2cccs2)c1 returned FXIa inh 1536 -13, Calpain2 inh 42, FXIIa inh 0, PERK inhibitor -0.8, Furin inhibitor -12, KCC2 mod -0.8, thrombin 1536 -6, Rad51 HR inh -8 and KLK5 inh -13.
For CCc1nnc(NC(=O)C(=O)NCCOC(=O)c2ccccc2Cl)s1 the results were FXIa inh 1536 2, Calpain2 inh 24, FXIIa inh 15, PERK inhibitor -0.1, Furin inhibitor -16[20 µM], KCC2 mod -1.1, thrombin 1536 3, Rad51 HR inh -3 and KLK5 inh 6.
Screening O=C(CC(=O)c1cc(Cl)ccc1O)c1ccccc1 returned FXIa inh 1536 1, Calpain2 inh 8, FXIIa inh 10, PERK inhibitor 0.1, Furin inhibitor -17[20 µM], KCC2 mod 10*, thrombin 1536 4, Rad51 HR inh -3 and KLK5 inh 5.
For CN1CCN(CC(=O)N/N=C/c2ccc(F)c(F)c2)CC1 the results were FXIa inh 1536 -1, Calpain2 inh 4, FXIIa inh 2, PERK inhibitor 0.0, Furin inhibitor -19, KCC2 mod 0.21, thrombin 1536 -7, Rad51 HR inh -3 and KLK5 inh -9.
Cn1c(CN2CCN(C(=O)c3ccccc3)CC2)nc2cc([N+](=O)[O-])ccc21 was read as FXIa inh 1536 1, Calpain2 inh -56, FXIIa inh 5, PERK inhibitor 0.0, Furin inhibitor -20, KCC2 mod -1.8, thrombin 1536 -4, Rad51 HR inh 1 and KLK5 inh -24.
COc1ccc2ccccc2c1C1CC(=O)N2CN(C)CSC2=C1C#N (centres undefined) was read as FXIa inh 1536 7, Calpain2 inh -40, FXIIa inh 17, PERK inhibitor 1.2, Furin inhibitor -9, KCC2 mod 0.52, thrombin 1536 -1, Rad51 HR inh -3 and KLK5 inh -12.
CCOC(=O)CSc1nnnn1-c1cc(OC)ccc1OC was read as FXIa inh 1536 -3, Calpain2 inh -18, FXIIa inh 13, PERK inhibitor 0.6, Furin inhibitor -31, KCC2 mod -0.05, thrombin 1536 1, Rad51 HR inh -4 and KLK5 inh -3.
Screening C/C=C\C=C\C(=O)N1CC2(CC(c3cccc(NC(=O)COc4ccc(Cl)cc4)c3)=NO2)C[C@H]1C(N)=O (some centres undefined) returned FXIa inh 1536 0, Calpain2 inh -54, FXIIa inh 4, Furin inhibitor -23, KCC2 mod -0.061, thrombin 1536 -6, Rad51 HR inh 19 and KLK5 inh 0.
`CC(C)(C)OC(=O)N1CCC(c2cc(=O)n3[nH]cc(C(=O)Nc4ccc(F)c(Cl)c4)c3n2)CC1` gave FXIa inh 1536 1, Calpain2 inh 3, FXIIa inh 8, PERK inhibitor 0.8, Furin inhibitor -10, KCC2 mod -0.18, thrombin 1536 -1, Rad51 HR inh 1 and KLK5 inh 0.
`CC(/C=N/NC(=O)c1sc(N)nc1C)=C\c1ccccc1` gave FXIa inh 1536 -7, Calpain2 inh -15, FXIIa inh 7, PERK inhibitor 0.8, Furin inhibitor -35, KCC2 mod 0.067, thrombin 1536 -27, Rad51 HR inh 3 and KLK5 inh -2.
Screening OC1CCN(c2cc(-c3ccccc3)nc3cc(-c4ccc(F)cc4)nn23)CC1 returned FXIa inh 1536 -7, Calpain2 inh -252, FXIIa inh 1, PERK inhibitor 0.0, Furin inhibitor -24, KCC2 mod -0.59, thrombin 1536 -6, Rad51 HR inh -1 and KLK5 inh -4.
